Assay outcomes: PubChem BioAssay, National Center for Advancing Translational Sciences (NCATS)
L3MBTL1 block = inhibitors of human L3MBTL1; Q9Y468; AlphaScreen L3MBTL1–H3K9me1 peptide binding; Potency, µM (doses to about 57.1 µM), without a hit: at the top dose activity, negative = inhibition, hits mostly inhibitors; 0.66% of 230,000 active; AID 485360; also: potency is read from the fitted curve at half-maximal effect; % is scaled to controls: 0 for no effect and ±100 for the full control effect; nearly all actives have a fitted effect of over 60% in size
Target sequence (Q9Y468 whole entry, looked up): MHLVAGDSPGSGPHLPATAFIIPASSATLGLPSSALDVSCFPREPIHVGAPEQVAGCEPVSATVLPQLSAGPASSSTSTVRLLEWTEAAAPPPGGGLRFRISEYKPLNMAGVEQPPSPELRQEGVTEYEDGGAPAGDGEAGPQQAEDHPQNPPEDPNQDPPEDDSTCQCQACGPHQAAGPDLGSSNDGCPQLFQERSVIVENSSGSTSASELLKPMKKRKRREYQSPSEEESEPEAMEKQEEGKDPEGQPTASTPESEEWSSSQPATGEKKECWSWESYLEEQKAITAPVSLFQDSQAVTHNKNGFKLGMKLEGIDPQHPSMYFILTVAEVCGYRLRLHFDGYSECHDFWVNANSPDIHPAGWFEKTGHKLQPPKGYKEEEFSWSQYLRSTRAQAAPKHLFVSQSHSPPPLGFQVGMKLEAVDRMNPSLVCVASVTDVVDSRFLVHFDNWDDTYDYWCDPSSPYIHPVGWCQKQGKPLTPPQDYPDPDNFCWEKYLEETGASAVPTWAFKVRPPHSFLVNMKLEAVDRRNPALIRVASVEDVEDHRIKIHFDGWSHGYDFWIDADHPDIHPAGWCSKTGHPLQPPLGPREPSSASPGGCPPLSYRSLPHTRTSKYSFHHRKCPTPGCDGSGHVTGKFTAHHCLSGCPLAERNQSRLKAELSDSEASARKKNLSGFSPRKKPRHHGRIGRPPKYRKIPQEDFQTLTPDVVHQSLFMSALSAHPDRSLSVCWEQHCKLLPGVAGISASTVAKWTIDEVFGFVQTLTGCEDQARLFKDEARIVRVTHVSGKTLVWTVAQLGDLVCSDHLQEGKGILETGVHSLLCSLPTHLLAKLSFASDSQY
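L3MBTL1 50 nM + b-AHA-H3(1-15)K9me1 75 nM, 30 min RT; compound added, 30 min RT; streptavidin donor/Ni-chelate acceptor beads 10 ug/mL each final, 30 min RT dark; AlphaScreen read.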
Epigenetic reg = regulators of epigenetic silencing causing reporter derepression in mouse cells; AID 1865; murine LDR cells, GFP reporter derepression, 30 h; Potency, µM (series often up to 53.9 µM), without a hit: top-dose GFP activation, actives largely listed as activators; 0.2% of 280,000 active; also: potency is read from the fitted curve at half-maximal effect; % of control where 0% means no effect; nearly all actives have a fitted effect of over 60% in size
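GFP-positive cell count by laser-scanning cytometry (objects 20–120 um) after 30 h, 37 C compound exposure of murine LDR cells; reporter is CMV-GFP integrated at a silenced locus, inducible by HDAC or DNMT inhibitors.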
CBFb RUNX1 block = blocks binding between human CBF-beta and RUNX1; AlphaScreen CBFb-His/RUNX1-biotin binding, biochemical; Potency, µM (doses to about 59.8 µM), inactives show at the top dose activity, negative = inhibition, actives largely listed as inhibitors; 230,000 tested, under 10 active; also: % of control where 0% means no effect
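CBFb-His/RUNX1-biotin, 30 nM each, preincubated 20 min RT; compound 15 min RT; Ni + streptavidin beads 50 ng each, 90 min RT; AlphaScreen read.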
HttQ103 aggreg = inhibitors of mutant huntingtin aggregate formation in PC12 cells | 1.1% of 220,000 active | Potency, µM (titrated, usually from 46.1 µM), inactives show at the highest dose activity change, negative = inhibition, usual class: inhibitors | PC12 HttQ103-GFP aggregates, Acumen cytometry, 40 h | AID 1688; also: potency is read from the fitted curve at half-maximal effect; % is scaled to controls: 0 for no effect and ±100 for the full control effect; nearly all actives have a fitted effect of over 60% in size
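Quantitative HTS on tebufenozide-induced (100 nM) PC12 cells stably expressing polyQ103 Huntingtin exon 1–GFP. Reduction of bright GFP aggregates, detected by laser scanning cytometry after lysis, identified actives across the titration.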
NPSR antag = antagonists of human neuropeptide S receptor cAMP signaling | CHO-NPSR cells, cAMP TR-FRET, antagonist mode | 1% of 220,000 active | Potency, µM (series often up to 38.3 µM), for the others: top-dose activity change, negative = inhibition, hits mostly inhibitors; also: potency is read from the fitted curve at half-maximal effect; % is scaled to controls: 0 for no effect and ±100 for the full control effect; nearly all actives have a fitted effect of over 50% in size; many of its hits are not listed in these tables
KinaseGlo FLuc = Kinase-Glo luciferase inhibition (counter-screen); Q27757; AID 1379; 0.28% of 200,000 active; Kinase-Glo luciferase, ATP luminescence, 8 min; Potency, µM (series often up to 38.3 µM), for the others: at the highest dose activity change, negative = inhibition, hits mostly inhibitors; also: potency is read from the fitted curve at half-maximal effect; % is scaled to controls: 0 for no effect and ±100 for the full control effect; nearly all actives have a fitted effect of over 60% in size
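Luminescence was the read-out, taken after 8-minute incubation at ambient temperature. Luciferase turned over luciferin with 10 uM ATP in imidazole pH 7.2 buffer containing KCl, MgCl2, Tween 20 and BSA.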
IMPase Li cell = cell-permeable IMPase inhibitors with lithium potentiation. CHO-M1 cells, IP1 TR-FRET (IP-One), carbachol + lithium. 0.35% of 210,000 active. AID 1457. Potency, µM (top dose mostly 59.4 µM), for inactives: at the top dose activity, negative = IMPase inhibition, most hits filed as inhibitors;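 also: IP1 builds up when IMPase is blocked and the TR-FRET signal falls; potency is read from the fitted curve at half-maximal effect; plate controls were basal vehicle for no effect and high inhibitor control for full effect; nearly all actives have a fitted effect of over 50% in size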
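IP1 accumulation measured by competitive TR-FRET in lysed CHO-M1 cells after 30 min compound exposure at 37C, with a small lithium addition to potentiate weak responses. Hill-equation AC50 from ratio and donor-channel data.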
* = called active by the depositor; ? = inconclusive; nt = no result given; & = joins results of further samples; [ ] = remark or other dose. Calls follow the shape of the dose curve; as a rule, active = well fitted curve in the direction sought with a large enough effect; inconclusive = small, poorly fitted or top-dose-only effect, or another doubt; inactive = no such curve, though single readings can be large; an effect the other way counts as inactive or inconclusive. This is a subset; rates above refer to the full screens.

SMILES	L3MBTL1 block	Epigenetic reg	CBFb RUNX1 block	HttQ103 aggreg	NPSR antag	KinaseGlo FLuc	IMPase Li cell
Cn1c(N)c(C(=O)COc2ccc(C#N)cc2)c(=O)n(C)c1=O	-11%	-0.2%	19%	-7%	-4%	-5%	5%
Cc1ccc(/C=N/NC(=O)CCn2nc(C)cc2C)c(C)c1	-7%[11.4 µM]	2.3%	4%	-3%	-6%	2%	6%
CCc1ccc(Nc2ccc(C(N)=O)cc2[N+](=O)[O-])cc1	-17%	-2.6%	?	?	7%	-2%	13%
NC(=O)C[C@H]1NC(=O)[C@H](CCC(=O)O)NC(=O)c2cc([N+](=O)[O-])cc(I)c2NCCC[C@@H](C(N)=O)NC1=O	-4%	0.0%	1%[2.36 µM]	-9%	15%	1%	-3%
CCCn1c(NC(=S)Nc2ccccc2)nc2ccccc21	?	-1.1%	?	9%	-30%	-1%	-12%
CCCS(=O)(=O)N1CCCC(C(=O)NCCCN(CC)c2cccc(C)c2)C1 (configuration not stated)	-5%	-2.0%	1%	17%	-18%[46.1 µM]	0%	0%[38.3 µM]
COc1ccc(/C=C(\C#N)C(=O)OCC(=O)Nc2c(C)cccc2C)cc1	7%	0.0%	0%	11%	20%	-1%	1%
COc1ccc2nc(NC(=O)Nc3cccc4ccccc34)sc2c1	-2%	-3.8%	-7%	?	-2%	0%	1%
Cc1ccc(C(C(=O)NC2CCCC2)N(Cc2ccco2)C(=O)CCC(=O)Nc2ccccn2)cc1 (configuration not stated)	-11%	-1.2%	-11%	5%	-19%[46.1 µM]	-4%	-3%[38.3 µM]
O=C(CSc1nnc(-c2cccnc2)n1-c1ccc(F)cc1)NCc1ccc2c(c1)OCO2	7%	-0.8%	-3%	-6%	-9%[46.1 µM]	1%	9%
COc1ccc(N(CC(=O)NC2CCCCC2)C(=O)CNC(=O)c2ccco2)cc1	8%	5.2%	-3%	-5%[9.22 µM]	-1%	1%	-2%
O=C(CNCc1ccccc1Cl)Nc1ccc2c(c1)OCCO2	-3%	2.1%	-2%	3%[9.22 µM]	-12%	nt	nt
FC(F)(F)c1cc(-c2cccs2)nc(N2CCOCC2)n1	nt	0.0%	?	-11%	-16%[46.1 µM]	2%	16%[38.3 µM]
CCCCNC(=O)c1nn2cc(Br)cnc2c1Br	nt	-1.2%	-3%	-12%	6%	-4%	-4%
CCNC(=S)SCCOc1ccccc1C	41%[activator]	0.0%	-8%	14%	?	1%	3%
COc1ccc(-c2noc(CSc3nc(N)cc(=O)[nH]3)n2)cc1	nt	1.7%&-1.1%	?	-13%[9.22 µM]	-1%	nt	nt
COc1cc(/C=C/C(=O)Nc2cc(S(=O)(=O)N3CCOCC3)ccc2N2CCCC2)cc(OC)c1OC	3%	1.1%	6%	14%	-2%	-1%	6%
COc1ccc2nc(SCC(=O)Nc3ccc4c(c3)OCCO4)[nH]c2c1	-3%	-1.4%	-4%	19%	3%[46.1 µM]	-5%	-10%[38.3 µM]
O=C1Nc2ccccc2C1(c1ccccc1)c1ccccc1	0%	1.8%	-1%	-4%	-26%[46.1 µM]	-3%	13%[38.3 µM]
Cc1c(NC(=O)C2CCN(S(=O)(=O)c3ccccc3)CC2)c(=O)n(-c2ccccc2)n1C	1%	3.7%	3%	-6%	7%[46.1 µM]	3%	-1%[38.3 µM]
O=C(c1ccco1)N1CCCN(Cc2nc(-c3cccs3)no2)CC1	5%	2.0%	-9%	11%[9.22 µM]	4%	0%	6%
O=C(c1cc(-c2cccc(O)c2)on1)N1CCOCC1	-1%	-0.8%	12%	-15%	0%[46.1 µM]	-13%	18%[38.3 µM]
NC(=O)c1ccc(C(=O)c2ccc([N+](=O)[O-])cc2)cc1	-7%	0.0%	5%	-5%	6%	4%	-3%
O=C(NCCN1CCCC1)c1ccc(Cn2c(=S)[nH]c3cc4c(cc3c2=O)OCO4)cc1	-8%	-1.1%	-12%	9%	?	2%	-22%[38.3 µM]
CCCN(CCC)S(=O)(=O)c1ccc(N2CCCC2=O)c([N+](=O)[O-])c1	-7%	-1.5%	6%	18%	14%	-3%	-3%
COCCSc1nnc(NC(=O)C2CCCCC2)s1	2%	-0.5%	-3%	16%[9.22 µM]	-3%[46.1 µM]	1%	8%[38.3 µM]
NS(=O)(=O)c1ccc(NC(=O)CN2CCN(S(=O)(=O)/C=C/c3ccccc3)CC2)cc1	nt	1.1%	-3%	-4%[9.22 µM]	21%	nt	nt
NC(N)=NCC(O)CN(c1ccccc1)c1ccccc1 (configuration not stated)	-15%	-1.3%	23%	-15%[9.22 µM]	14%	nt	nt
COc1ccc(OC)c(C(=O)c2ccc(Cl)cc2)c1	13%	1.4%	15%	-9%[9.22 µM]	18%	nt	nt
COc1cccc(CC2(CO)CCCN(Cc3ccc4c(c3)OCCO4)C2)c1 (configuration not stated)	-1%	1.9%	-6%	22%[9.22 µM]	11%	0%	12%
CCN1CCN(c2nc3ccccn3c(=O)c2/C=C(\C#N)S(=O)(=O)c2ccccc2)CC1	-8%	0.0%	-5%	-9%[9.22 µM]	40%	nt	nt
O=C(NC12CC3CC(CC(C3)C1)C2)c1ccc(N2CCNCC2)c([N+](=O)[O-])c1	-7%	-1.8%	6%	2%[9.22 µM]	19%	nt	nt
Cc1ccc(-c2ccc(=O)n(CC(=O)N3CCN(c4cccc(C)c4)C(C)C3)n2)cc1 (configuration not stated)	-7%	0.0%	-7%	-5%	-2%[46.1 µM]	-7%	-1%[38.3 µM]
Cc1ccc2c(c1)CCCN2C(=O)c1ccoc1C	1%	1.3%	-4%	5%	-3%[46.1 µM]	1%	-3%[38.3 µM]
O=C(CCCOc1ccccc1)Nc1ccc2c(c1)OCCO2	nt	1.0%	3%	-15%	-9%[46.1 µM]	-3%	7%[38.3 µM]
CCN1/C(=C2\OC(=S)N(C)C2=O)C=Cc2ccccc21	nt	?	-12%	0%	-20%	-1%	-7%
COc1ccc(CNC(=O)CCSCc2ccccc2C)cc1	nt	5.0%	-29%	-11%	-8%	3%	-8%
Cc1cccc(N2C(=O)C3C4CC(C(Br)C4Br)C3C2=O)n1 (configuration not stated)	4%	-1.0%	7%	10%	-3%[46.1 µM]	7%	-10%[38.3 µM]
COc1ccc(NC(=O)C2CC2)cc1NS(=O)(=O)c1ccc(F)cc1	nt	1.7%	1%	6%	-3%[46.1 µM]	0%	17%[38.3 µM]
Cc1nc(C)c(C(=O)C2=C(O)C(=O)N(CCN3CCOCC3)C2c2cccnc2)s1 (configuration not stated)	2%	-0.2%	8%	-6%	5%[46.1 µM]	0%	7%[38.3 µM]

Shown with values under each structure: 4 of the compounds above
The line under a structure holds: L3MBTL1 block, Epigenetic reg, CBFb RUNX1 block, HttQ103 aggreg, NPSR antag, KinaseGlo FLuc, IMPase Li cell
> COCCSc1nnc(NC(=O)C2CCCCC2)s1
  2%, -0.5%, -3%, 16%[9.22 µM], -3%[46.1 µM], 1%, 8%[38.3 µM]
> NS(=O)(=O)c1ccc(NC(=O)CN2CCN(S(=O)(=O)/C=C/c3ccccc3)CC2)cc1
  nt, 1.1%, -3%, -4%[9.22 µM], 21%, nt, nt
> NC(N)=NCC(O)CN(c1ccccc1)c1ccccc1 (configuration not stated)
  -15%, -1.3%, 23%, -15%[9.22 µM], 14%, nt, nt
> COc1ccc(OC)c(C(=O)c2ccc(Cl)cc2)c1
  13%, 1.4%, 15%, -9%[9.22 µM], 18%, nt, nt

(listing goes on)
SMILES	L3MBTL1 block	Epigenetic reg	CBFb RUNX1 block	HttQ103 aggreg	NPSR antag	KinaseGlo FLuc	IMPase Li cell
CCCCSCCCNC(=O)Nc1cccc(OC)c1	nt	-0.2%	-2%	-30%	-11%[46.1 µM]	-5%	2%[38.3 µM]
COc1cc(OC)cc(C(=O)N[C@H](C(=O)Nc2ccc3c(c2)OCO3)C(C)C)c1	0%	-0.2%	0%	4%	-7%	1%	4%
Cc1ccc(N2C(=O)CCC2(C(N)=O)c2ccccc2)cc1 (configuration not stated)	4%	-0.2%	15%	5%	10%	-1%	9%
COc1cc(OC)c2c(-c3ccccc3)cc(=O)oc2c1C(CCN1CCCC(C)C1)c1ccc(N(C)C)cc1 (configuration not stated)	nt	-0.7%	?	-25%[9.22 µM]	?	nt	nt
O=C(NC(=S)Nc1ccc(S(=O)(=O)Nc2nccs2)cc1)c1ccccc1	-11%	-1.9%	-6%	10%	-1%	-4%	1%
CCOC(=O)Cc1ncccc1C(=O)Nc1ccc(OC(F)(F)F)cc1	-11%	-0.1%	-3%	3%	-32%	1%	8%
CCCCOC(=O)c1ccc(NC(=O)c2cnccn2)cc1	nt	-0.1%	2%	-19%	-16%[46.1 µM]	1%	14%[38.3 µM]
O=C1c2cccc3c([N+](=O)[O-])ccc(c23)C(=O)N1c1nccs1	nt	?	5%	13µM*	10µM*	-4%	48%[activator][38.3 µM]
CC(C)CCNC(=O)CCCc1ccccc1	1%	-1.3%	1%	-33%[9.22 µM]	4%	2%	7%
CCOc1cc(N2CCOCC2)c(OCC)cc1NC(=O)Cc1cccc(OC)c1	-16%	-1.0%	-6%	-9%	-24%[46.1 µM]	nt	nt
Nc1ncc2c(n1)-c1cc(Cl)ccc1SC2	2%	5.6%	1%	?	-4%	2%	7%
Cc1ccccc1NC(=O)N1CCN(c2ncccn2)CC1	-6%	-0.4%	11%	-2%	6%	0%	6%
O=C(NCc1ccccc1)c1cccc(COc2ccccc2Cl)c1	16%	-3.5%	9%	-17%	?	2%	13%[38.3 µM]
O=C(CCS(=O)(=O)c1ccccc1)NC12CC3CC(CC(C3)C1)C2	nt	-0.2%	1%	14%[9.22 µM]	-8%[46.1 µM]	0%	26%[38.3 µM]
CC(=O)Nc1ccc(NC(=O)CSc2nnc(-c3ccccc3)n2Cc2ccc3c(c2)OCO3)cc1	-1%	3.2%	0%	14%	-21%[46.1 µM]	-3%	-16%[38.3 µM]
CCOC(=O)C1(CC)NC(c2ccco2)C2C(=O)N(C)C(=O)C21 (configuration not stated)	-3%	-1.2%	5%	-15%	-3%[46.1 µM]	2%	-1%
Cc1cc(C)cc(C(=O)NN2CCOCC2)c1	5%	1.5%	5%	-29%	13%	-4%	0%
N#CCCN1CCN(S(=O)(=O)c2ccc(S(=O)(=O)NCc3ccccc3)cc2)CC1	6%	-0.8%	8%	-9%	-7%[46.1 µM]	2%	26%[38.3 µM]
O=S(=O)(NC1CCCCC1)c1ccc(-c2csnn2)s1	nt	0.9%	-3%	-7%	-8%[46.1 µM]	-3%	14%[38.3 µM]
CCn1c(SC2CCOC2=O)nnc1-c1ccc(Cl)cc1 (configuration not stated)	-2%	0.3%	1%	3%	13%	3%	5%
Cc1c(Nc2ccc3nonc3c2[N+](=O)[O-])c(=O)n(-c2ccccc2)n1C	nt	1.1%	5%	15%	12%	0%	2%
